Compound activity from PubChem BioAssay.
phage Ecoli inh = E. coli growth loss with phage present. growth absorbance. inhibition, % at 11.9 µM. 360,000 tested, 0.26% active. AID 651602; in the data active means inhibition above about 11%
CDK5 inh = blocks human CDK5/p35 kinase activity; inhibition, % at 10 µM; Recombinant CDK5/p35, ADP-Glo luminescence, 60 min; AID 488839; 330,000 tested, 0.01% active;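 active means highest replicate inhibition of at least 50% and at least 75% of replicates reaching 50%; inconclusive means only one of the two criteria met; inactive means both criteria failed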;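 further: plate controls were DMSO neutral control for no effect and GW8510 at 10 µM for full effect; many of its hits are not listed in these tables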
Target sequence (Q00535 whole entry, looked up): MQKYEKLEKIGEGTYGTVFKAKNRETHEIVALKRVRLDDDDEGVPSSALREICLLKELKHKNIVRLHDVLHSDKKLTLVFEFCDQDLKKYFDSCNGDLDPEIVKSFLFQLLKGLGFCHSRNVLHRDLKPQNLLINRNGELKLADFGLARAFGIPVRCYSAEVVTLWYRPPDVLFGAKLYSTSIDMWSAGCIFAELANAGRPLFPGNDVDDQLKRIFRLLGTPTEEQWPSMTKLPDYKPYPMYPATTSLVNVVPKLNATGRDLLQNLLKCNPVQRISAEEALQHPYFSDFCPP
Target sequence (Q15078 whole entry, looked up): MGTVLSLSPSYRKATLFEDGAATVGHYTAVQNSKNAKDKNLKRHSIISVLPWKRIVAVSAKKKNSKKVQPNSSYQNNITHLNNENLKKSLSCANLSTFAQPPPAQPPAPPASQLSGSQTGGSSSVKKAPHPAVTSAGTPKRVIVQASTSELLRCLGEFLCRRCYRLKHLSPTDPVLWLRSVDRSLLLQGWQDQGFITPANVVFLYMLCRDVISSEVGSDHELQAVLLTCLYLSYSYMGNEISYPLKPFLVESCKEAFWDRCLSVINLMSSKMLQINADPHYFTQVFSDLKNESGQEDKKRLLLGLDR
E coli growth = counter-screen for AddAB inhibitors: E. coli growth inhibition; E. coli V3065 growth, OD600 absorbance, 18 h; 330,000 tested, 0.27% active; inhibition, % at 11.9 µM;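 active means inhibition above the campaign's mean inhibition across all tested compounds plus 3 SD, cut at about 9.9% in these data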;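 further: uninfected addAB+ strain grown without phage in ampicillin broth; 0% = DMSO wells and 100% = ciprofloxacin 0.95 µg/ml wells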
DAGLB inh = diacylglycerol lipase beta (human) inhibition; Q8NCG7; inhibition, % at 5.17 µM; 340,000 tested, 0.059% active; HEK293T DAGLB membrane lysate, EnzChek fluorogenic substrate; in the data active means inhibition above about 34%;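 further: 0% = enzyme with vehicle and 100% = wells lacking enzyme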
PKA-R1A activ = activates the PKA-R1A holoenzyme complex; PKA-R1A dissociation, Cy5-IP20 fluorescence polarization; scaled: DMSO 0%, 113 µM cGMP 100%; 340,000 tested, 0.083% active; activation, % at 11.4 µM; P00514+P68181;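 active means percent activation above the mean of all tested compounds plus 3 SD, cut at about 19% in these data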;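 further: higher means more PKAc released from R1A so a rise in polarization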
AddAB inh = less growth of phage-infected E. coli with AddAB. AID 435030. E. coli expressing H. pylori AddAB, absorbance growth. inhibition, % at 11.9 µM. 330,000 tested, 0.29% active; in the data active means inhibition above about 12%;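 further: 0% = vehicle wells of infected cells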
SUMO Mot1 rescue = inhibitors of SUMOylation pathway: yeast Mot1-301 growth rescue; S. cerevisiae Mot1-301 growth rescue, ATP luminescence, 38.5C; percent above DMSO median, 100 means doubled; growth rescue, % at 18.8 µM; 320,000 tested, 1% active; AID 2716;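 active means every valid replicate shows activation above 250% relative to neutral control wells; inactive means the rest, any valid replicate at or below 250%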;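 further: OY570 slx delta 5 strain wells were the positive control but not used for scaling; some compounds called inactive have numbers as strong as hits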
Tat export inh = E. coli Tat transport inhibition | E. coli MC4100 TorA-mCherry Tat export, fluorescence | inhibition, % at 10 µM | 340,000 tested, 0.036% active | AID 488895;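 active means mean replicate inhibition at least 50% and at least half of replicates individually reaching 50%; inconclusive means only one of the two criteria met; inactive means neither criterion met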;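 further: exported cargo escapes ClpAP degradation while cytoplasmic cargo is degraded and loses fluorescence; 0% = median of neutral control wells and 100% = median of NaSCN control wells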
PKA-R2B act = activators of human PKA-R2B complex; P22694+P31323; PKA-R2B holoenzyme dissociation, Cy5-IP20 fluorescence polarization; R2B truncated from residue 108, S112A mutant; 0% DMSO only, 100% 113 µM cGMP; activation, % at 11.4 µM; 340,000 tested, 0.079% active; AID 504700;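 active means activation above a cutoff set at the mean over all compounds plus 3 SD, cut at about 18% in these data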;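 further: higher means more holoenzyme dissociation and a rise in polarization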
HTR5A inv ctr = HTR5A inverse agonism, opioid heterodimer counter-screen | P47898 | HTR5A cell line, luminescence | inhibition, % at 9.3 µM | 340,000 tested, 0.083% active; in the data active means inhibition mostly above about 23%, no sharp cut-off; inactive means mostly below about 18%;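 further: 0% = cells with DMSO and 100% = no-cell wells with DMSO; some compounds called inactive have numbers as strong as hits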
Target sequence (P47898 whole entry, looked up): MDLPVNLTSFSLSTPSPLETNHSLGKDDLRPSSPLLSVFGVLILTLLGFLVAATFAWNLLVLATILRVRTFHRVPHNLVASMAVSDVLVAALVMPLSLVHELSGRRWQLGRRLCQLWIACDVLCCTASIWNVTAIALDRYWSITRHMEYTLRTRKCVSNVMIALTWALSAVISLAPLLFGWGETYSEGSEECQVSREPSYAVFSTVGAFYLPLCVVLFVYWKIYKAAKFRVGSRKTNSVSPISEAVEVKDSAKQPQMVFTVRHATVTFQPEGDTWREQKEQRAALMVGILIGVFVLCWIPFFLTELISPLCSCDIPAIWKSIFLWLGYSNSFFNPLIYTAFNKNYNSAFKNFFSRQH
HTR5A ag ctr = activates human HTR5A in OPRM1-OPRD1 agonist counter-screen; P47898; HTR5A agonist assay, luminescence, cell-based; activation, % at 9.3 µM; 340,000 tested, 0.61% active; AID 504692; in the data active means activation mostly above about 9.5%, no sharp cut-off; inactive means mostly below about 7.6%;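 further: 0% = cells with vehicle only and 100% = reference agonist; strong numbers were not always called active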
Numbers without * were called inactive; ? = inconclusive; · = no result given.

SMILES	phage Ecoli inh	CDK5 inh	E coli growth	DAGLB inh	PKA-R1A activ	AddAB inh	SUMO Mot1 rescue	Tat export inh	PKA-R2B act	HTR5A inv ctr	HTR5A ag ctr
CC(=O)O[C@H]1C(=O)[C@@]2(C)C([C@H](OC(=O)c3ccccc3)[C@]3(O)C[C@H](OC(=O)[C@H](O)[C@@H](NC(=O)c4ccccc4)c4ccccc4)C(C)=C1C3(C)C)[C@]1(OC(C)=O)CO[C@@H]1C[C@H]2O (stereo partly specified)	-0.3	-0.8	-0.7	2	-7	4.0	-16	6	8	-43	-4
CC1CCC/C(=N\NS(=O)(=O)c2ccccc2)C1 (stereo unspecified)	-1.1	-1.8	1.5	-2	0	-2.4	4	-2	-7	12	1
Cc1ccc(NC(=O)c2cncc(Br)c2)cc1S(=O)(=O)N(C)C	1.5	-0.8	-0.5	0	-4	3.1	-3	-2	-4	10	4
COc1ccc(N(CC(=O)N2CCN(Cc3ccccc3)CC2)S(C)(=O)=O)cc1Cl	1.0	0.5	0.1	-2	-12	4.9	-22	8	2	-15	4
C/C(=N\Nc1ccc(C(F)(F)F)cc1[N+](=O)[O-])C1CC1	1.6	-0.6	1.6	4	-9	3.8	-3	0	-8	-33	12
COc1ccc(-c2n[nH]c(=S)o2)c(OC)c1	2.9	0.1	-2.6	2	8	1.3	-15	-6	0	7	-4
Cc1ccc(C)n1Cc1ccc(C(=O)O)cc1	·	-2.3	-0.3	-2	3	4.3	-8	-5	1	-5	-1
Cc1ccn2c(=O)nc(SCC(=O)NCc3ccc(F)cc3)nc2c1	3.1	0.8	0.8	-2	1	-0.4	352	-6	-7	-4	2
CC(=O)Nc1sc(C)c(C)c1C(=O)OCC(=O)NCc1ccccc1	3.3	-0.3	·	0	-2	·	·	-2	1	-2	1
Cn1c(=NC(=O)c2ccco2)sc2cccc(F)c21	-1.0	1.1	-0.6	-8	0	2.5	129	-8	-6	-22	-2
CN(Cc1ccccc1)C(=S)NC(=O)c1ccccc1	1.3	0.8	-4.4	-4	-2	-3.3	-14	-6	5	8	-3
COc1ccc(Cl)cc1/C=C1/C(=O)ON=C1C	1.9	2.6	2.9	3	-11	2.2	212	-2	3	-12	3
COc1cc([N+](=O)[O-])ccc1NC(=O)Cc1ccc(C)cc1	2.8	-0.3	0.1	-5	-12	4.7	-5	12	-6	-11	-6
CCC1=NN(C(=O)COc2ccccc2)C(O)(c2ccc(Br)cc2)C1 (stereo unspecified)	4.1	-1.6	1.8	-1	-4	4.7	6	4	-6	-11	4
COCCCNC(=O)CSc1nc2ccccc2c(=O)n1CCCN1CCCCC1	0.5	-1.5	-2.9	-2	-4	1.0	11	17	-1	4	-1
Cc1c(C(=O)N2CCCCC2)c(S(=O)(=O)NCc2ccccc2Cl)c(C)n1C	2.8	-1.3	-0.5	0	-3	3.4	0	-1	1	12	5
Cc1ccc(S(=O)(=O)N/N=C2/CC(=O)CC(C)(C)C2)cc1[N+](=O)[O-]	2.2	-1.4	-1.3	1	-2	0.7	2	1	-6	11	-4
CN(C(=O)c1cccc(NC(=O)Cc2ccc(NC(=O)C3CCCN(C(=O)C4CCCCC4)C3)cc2)c1)C1CCCCC1 (stereo unspecified)	0.9	0.7	·	-3	1	·	·	1	-11	-7	2
CC(=O)c1cccc(NC(=O)C(C)OC(=O)CCc2nc3ccccc3c(=O)[nH]2)c1 (stereo unspecified)	3.0	1.5	-2.3	-1	6	-2.3	18	12	10	10	-3
O=C(COC(=O)c1cc(Br)ccc1Cl)NC(=O)NCc1ccccc1	3.6	-1.8	-3.0	0	-8	1.7	12	12	-11	23	-2
COc1ccccc1CNC(=O)COC(=O)c1c(C)nn(-c2ccccc2)c1Cl	-0.4	-0.5	-0.2	-11	-4	2.3	319	4	-4	-1	2
CC(=O)Nc1cccc(C(=O)NC2CCCc3c2cnn3-c2ccc(C(C)(C)C)cc2)c1 (stereo unspecified)	1.6	0.7	0.3	1	-6	1.2	-22	-3	4	-12	-5
CC(=O)c1ccc(S(=O)(=O)Nc2cccc(-c3cn4c(n3)SCC4)c2)cc1	5.5	-0.1	-0.6	2	0	0.1	5	0	4	-6	1
O=C(c1ncn[nH]1)N1CCN(c2nc(-c3ccccc3)cs2)CC1	1.9	-1.0	0.2	3	10	1.4	10	7	0	-19	8
COc1cc(CN2CCN(Cc3ccc(SC)cc3)CC2)cc(OC)c1O	0.6	-0.3	2.6	0	5	0.4	181	6	2	5	-2
O=C(NCc1ccccc1)C1=C[C@@H](c2ccc3c(c2)OCO3)C[C@@H](OCCCCO)O1	1.1	-0.5	-0.2	1	-3	0.6	-1	2	-15	-22	8
CCOc1ccc(N(CC(=O)NC2CCC(C)CC2)S(=O)(=O)c2c(C)noc2C)cc1 (stereo unspecified)	-1.7	1.4	-0.2	-7	-5	1.2	461*	-11	-5	-4	1
Cc1cccc(/C=N/NC(=O)NC23CC4CC(CC(C4)C2)C3)n1	1.5	-0.7	-0.8	·	·	-0.8	-8	-1	·	·	·
c1ccc(N=C(c2cccs2)N2CCOCC2)cc1	1.0	-4.1	-0.2	-1	-1	3.3	-14	-7	0	17	-7
CN(C(=O)CSc1nnc(Cc2cccs2)n1C1CC1)C1CCS(=O)(=O)C1 (stereo unspecified)	2.5	-0.2	·	-1	-9	·	·	-7	-18	15	-5
CCC(NC(=O)NNC(N)=S)(C(F)(F)F)C(F)(F)F	2.2	-4.1	0.3	2	13	2.0	-3	2	4	-3	1
Cc1ccc(CNC(=O)CN2CCCC(C)C2)cc1 (stereo unspecified)	2.9	0.2	-1.2	1	-6	-1.7	19	13	-2	-9	3
Cc1ccc(S(=O)(=O)NCCc2c[nH]c3ccccc23)cc1	-1.0	-1.7	-0.2	-3	-3	0.7	16	-1	-1	1	0
O=C(Nc1ccccc1)c1[nH]ncc1[N+](=O)[O-]	1.5	1.1	-0.3	1	-10	0.7	0	6	3	5	-2
COc1cc(/C=N/NS(=O)(=O)c2ccc3ccccc3c2)ccc1OCc1ccc(C(=O)O)cc1	0.1	0.1	-1.1	4	4	1.6	21	-2	-4	0	5
COc1ccccc1CNS(=O)(=O)c1ccc2c(c1)CC(C)N2C(=O)C1CCC1 (stereo unspecified)	0.4	-0.1	0.9	-22	-1	0.6	-4	9	-10	-3	1
Cc1ccc(-c2csc(NC(=O)C3=COCCO3)n2)cc1C	-1.6	-2.1	0.4	-11	-20	0.2	-1	0	-3	-32	13
CSc1ccc(CN(C)C(=O)c2cc(Cl)c3c(c2)OCCO3)cc1	1.8	0.0	0.8	-11	1	2.2	46	-1	12	-2	1
CCN1C(=O)N(C)[C@@H](c2ccccc2)C(C(C)=O)=C1C	2.7	-3.9	0.3	0	-3	4.0	-16	-4	10	-9	-6
COc1ccc(NC(=O)COc2ccccc2Cc2ccccc2)cc1S(=O)(=O)N1CCOCC1	4.4	-0.3	·	2	-6	·	·	-3	3	-7	3
COC(=O)c1csc2c(C(F)(F)F)cc(N3CCN(C(=O)Nc4ccccc4)CC3)nc12	1.0	-3.9	-2.4	1	-9	-2.6	0	-10	-3	1	2
O=C(Nc1ccc(Br)cc1)c1cnccn1	3.7	1.6	1.6	1	0	-0.1	17	-1	1	-9	-4
Cc1cc(Br)ccc1OCCOCCN1CCCC1	4.2	-0.3	-3.5	-1	-15	1.3	4	7	-3	8	0
CC1CC2C3CCC4=CC(=O)CCC4(C)C3CCC2(C)C1(O)C(=O)CO (stereo unspecified)	2.2	-1.2	·	1	-3	·	·	-1	-20	-5	1
CC(C)c1ccc(OCC(=O)NC2=NCCS2)cc1	2.3	0.5	2.3	1	-4	1.0	58	?	-9	-4	1
COc1ccc(CNC(=O)Nc2cc(C)cc(C)c2)cc1	2.1	-1.5	0.4	-5	-8	2.2	-3	1	7	-24	3
CCN(CC)c1ccc(C=NN2CCCCCC2)cc1	0.0	-0.3	·	-1	4	·	·	-1	-8	-9	2
O=S(=O)(c1ccc(Br)cc1)c1nc(-c2ccccc2)oc1NCc1cccnc1	1.6	2.3	1.8	4	-22	1.8	·	11	-8	-5	2
COC(=O)C1(O)CC(CC(C)C)=NN1C(=O)c1ccccc1 (stereo unspecified)	2.8	0.7	0.4	-1	2	5.9	248	0	-3	2	-4
O=C(NCC1CCCO1)NC1(C(F)(F)F)Oc2ccccc2O1 (stereo unspecified)	-2.6	·	-2.0	-1	1	3.3	134	3	-4	-14	2
Cc1ccc(C(C)C)cc1OCC(=O)Nc1nnc(C2CC2)s1	0.1	-0.7	-2.5	-2	3	0.8	11	2	5	-4	1
Cc1ccc(C)c(-c2csc(N)c2C(=O)OC(C)C)c1	3.7	-1.5	-1.3	-3	-12	4.0	-1	2	6	4	-1
Cc1cc(NC(=O)NC(C)(C(F)(F)F)C(F)(F)F)no1	2.7	0.0	1.0	-1	0	1.1	-4	-1	6	2	-1
CCOc1cc(CO)cc(Br)c1OCC(=O)Nc1ccccc1C	5.1	2.0	-0.3	0	-7	-6.5	-10	0	-6	-7	-2
CCCCCCCN1C/C=C\C(c2ccc(OC)cc2)N(Cc2ccc(F)cc2)C(=O)[C@H]1Cc1ccccc1 (stereo partly specified)	·	0.1	1.9	-10	-12	5.6	-11	6	-5	22	2
N#CCCN(C(=O)COC(=O)c1cccc(S(=O)(=O)Nc2ccc([N+](=O)[O-])cc2)c1)c1ccccc1	1.2	2.8	-2.3	4	-2	-0.5	444	6	-4	6	-4
CC(=O)c1ccc(N2CCN(C(=O)Nc3cccc(F)c3)CC2)cc1	2.3	2.0	0.3	-3	-2	0.9	264	-7	0	-4	-2
Cc1cc(Oc2ccccc2)nc(N2CCOCC2)n1	3.4	0.4	-2.1	-8	3	2.9	-15	-3	3	12	-4
CCOCCCn1c(SCC(=O)N2CCOCC2)nc2ccccc2c1=O	-2.7	0.7	2.6	-2	-7	4.4	-25	-5	-4	1	0
CCCn1c(SCC(=O)N2CCCCC2)nc2c1c(=O)n(C)c(=O)n2C	2.2	-0.5	-2.3	-3	-2	4.1	-2	-4	-3	8	-1

Remaining list, next part:
SMILES	phage Ecoli inh	CDK5 inh	E coli growth	DAGLB inh	PKA-R1A activ	AddAB inh	SUMO Mot1 rescue	Tat export inh	PKA-R2B act	HTR5A inv ctr	HTR5A ag ctr
Cc1cc(=O)oc(C)c1C(=O)NCC(C)C	-0.3	-0.7	-0.6	0	3	2.5	-10	-2	-2	20	-2
CSCCC(NC(=O)c1ccccc1)C(=O)Nc1ccncc1 (stereo unspecified)	0.3	-0.3	0.5	-2	4	0.4	7	0	4	-3	1
CCN(CC)C(=O)Oc1ccc(Cl)c2ccccc12	-0.1	1.5	1.2	-3	-9	0.6	2	-2	-5	-3	3
O=C(O)c1ccc2cccc(Cl)c2c1O	1.9	-6.4	-1.4	6	-4	2.4	-15	-11	-8	2	-1
